# Assay outcomes: PubChem, several laboratories
# OX1R FRET antag – blocks the human orexin 1 receptor. OX1R-expressing cells, FRET antagonist read-out. inhibition, % at 6.6 µM. 330,000 compounds, 1.8% hits; in the data active means inhibition mostly above about 38%, no sharp cut-off; inactive means mostly below about 40%;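 further: 0% = agonist challenge alone and 100% = reference antagonist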
# Target sequence (O43613 whole entry, looked up): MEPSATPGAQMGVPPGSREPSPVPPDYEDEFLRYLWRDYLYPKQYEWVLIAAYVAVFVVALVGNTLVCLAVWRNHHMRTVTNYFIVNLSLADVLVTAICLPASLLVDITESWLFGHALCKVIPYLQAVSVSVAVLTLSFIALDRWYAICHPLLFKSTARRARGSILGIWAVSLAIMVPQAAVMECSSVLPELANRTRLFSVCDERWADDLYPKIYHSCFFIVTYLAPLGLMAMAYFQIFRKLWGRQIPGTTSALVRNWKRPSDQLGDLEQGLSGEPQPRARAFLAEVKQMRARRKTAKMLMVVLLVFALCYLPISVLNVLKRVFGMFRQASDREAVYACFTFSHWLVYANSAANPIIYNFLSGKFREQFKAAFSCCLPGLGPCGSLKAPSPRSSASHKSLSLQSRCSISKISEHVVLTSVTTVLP
# STK33 inh – blocks human STK33 kinase activity; inhibition, % at 10 µM; AID 2661; 320,000 compounds, 0.073% hits; purified STK33, MBP phosphorylation, ADP-Glo luminescence; Q9BYT3;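 active means inhibition at or above 25%, using the most active replicate where run in duplicate; inactive means inhibition below 25%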
# Target sequence (Q9BYT3 whole entry, looked up): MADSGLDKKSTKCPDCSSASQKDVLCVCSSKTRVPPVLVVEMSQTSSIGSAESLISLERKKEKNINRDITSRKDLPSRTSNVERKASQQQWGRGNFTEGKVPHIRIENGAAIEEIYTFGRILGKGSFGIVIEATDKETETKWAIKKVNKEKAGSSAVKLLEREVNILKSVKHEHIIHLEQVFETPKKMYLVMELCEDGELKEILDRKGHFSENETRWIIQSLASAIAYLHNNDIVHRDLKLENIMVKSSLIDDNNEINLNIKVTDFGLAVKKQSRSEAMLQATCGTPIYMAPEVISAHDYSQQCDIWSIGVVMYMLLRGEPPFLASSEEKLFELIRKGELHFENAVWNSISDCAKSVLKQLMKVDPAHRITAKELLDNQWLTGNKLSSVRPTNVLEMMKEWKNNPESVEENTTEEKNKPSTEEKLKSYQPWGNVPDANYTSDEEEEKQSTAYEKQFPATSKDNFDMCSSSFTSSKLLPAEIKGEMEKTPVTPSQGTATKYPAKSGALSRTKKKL
# KCNQ2 inh – KCNQ2 potassium channel inhibitors, primary screen, cell-based, CHO-K1, FluxOR thallium flux, B-score (AID 2156). O88943. 20 min; hits give low values. B-score at 10 µM. 310,000 compounds, 1.1% hits;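 active means fluorescence ratio B-score at most minus 3 library SDs, with starting brightness B-score within 2 library SDs, cut at about -5.5 in these data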
# * = called active by the depositor; i = inactive; nt = no result given. Rows were taken by chance; overall some 2.7% were active at least once.
SMILES,OX1R FRET antag,STK33 inh,KCNQ2 inh
COCCN(Cc1ccccc1)P(=O)(O)c1ccccc1OCC(=O)O,17,-3.1,i
CN(Cc1ccccc1F)C(=O)CN1c2cccc3cccc(c23)S1(=O)=O,22,nt,i
Cc1cccc(N(C2C=CS(=O)(=O)C2)S(=O)(=O)c2ccccc2)c1 (stereo not given),9,-0.9,i
Fc1ccccc1C1CCN(Cc2nc(CC3CC3)no2)C1 (stereo not given),21,-1.4,i
CCc1ccc(O)c(N=Cc2ccccc2O)c1,4,-4.3,i
O=C(c1ccccc1)c1nn(-c2cccc(Cl)c2)c2nc(-c3ccccc3)cc(=O)n12,6,1.0,i
CSc1ccccc1OCc1cc(C(=O)N2CCN3CCCC3C2)no1 (stereo not given),5,-0.7,i
Cc1nc(N2CCOCC2)c2oc3ccccc3c2n1,15,-1.1,i
O=C(NCCCc1nc2ccccc2[nH]1)c1cccs1,19,1.1,i
O=c1cc(CSc2nnnn2-c2ccccc2)nc(Nc2ccc(F)cc2)[nH]1,16,-1.4,i
CN1CCN(C(=O)C2C3C=CC(C3)C2C(=O)O)CC1 (stereo not given),27,-1.2,i
O=C1/C(=N\S(=O)(=O)c2cccs2)C([n+]2ccccc2)=C([O-])c2ccccc21,94*,0.3,i
CNc1nc(Cl)c(SC)c(NC2CCCCC2)n1,16,-0.5,i
Cc1ccc(C(=O)OCC(=O)Nc2cccc(Cl)c2C)c(O)c1,12,-0.6,i
CN(C)S(=O)(=O)c1cc([N+](=O)[O-])ccc1N1CCCCCC1,13,0.4,i
CC(=O)Nc1sc2c(c1C(N)=O)CCN(Cc1ccccc1)C2,21,0.8,i
CC(C)(C)c1ccc(C(=O)NC(=S)Nc2sc3c(c2C#N)CCC3)cc1,2,0.1,i
CCOC(=O)c1c(-c2ccc(-c3ccccc3)cc2)csc1NC(=O)CCC(=O)O,28,0.3,i
COc1ccc(NS(=O)(=O)c2ccc(NC(=S)NC(=O)/C=C/c3ccc(C)cc3)cc2)nn1,17,0.5,i
Cc1c(NC(=O)CCCOc2ccccc2)cccc1[N+](=O)[O-],23,-0.4,i
N/C(=N\NS(=O)(=O)c1cc(C(F)(F)F)cc(C(F)(F)F)c1)c1ccccn1,13,-1.7,i
COc1ccc(N(C(=O)CNC(=O)c2cccs2)C(C(=O)NCC2CCCO2)c2ccccc2)c(OC)c1 (stereo not given),16,-0.7,i
O=c1cc(C(F)(F)F)[nH]c2ccccc12,2,-1.0,i
COCC(=O)Nc1nnc(C2CCCCC2)s1,19,0.1,i
COc1ccc(-c2nc(CS(=O)CC(=O)NCCN3CCCCC3C)c(C)o2)cc1OC (stereo not given),11,-1.9,i
Cc1ccc(N=Nc2c(C)[nH][nH]c2=O)c(C)c1,44,-0.7,i
CCO[C@H]1OC(C(N)=O)=C[C@@H](c2csc3ccccc23)[C@@H]1CCCO,10,-0.4,i
C=CCN1c2ccccc2[C@]23C[C@@H](C(=O)OC)N(C(=O)OCC)C2=NC(C(=O)OC)=C(C(=O)OC)[C@H]13,3,1.1,i
CC12CN3CC(C)(CN(C1)C3c1ccc3ccccc3c1O)C2=O (stereo not given),28,-1.2,i
CCCSc1nc2sc3c(c2c(=O)[nH]1)CCN(Cc1ccccc1)C3,17,-11,i
COc1ccc(/C=N/NC(=O)C(=O)NCC2CCCO2)cc1 (stereo not given),8,0.0,i
COc1ccc(NC2CCCN(C(=O)c3ccc(C)c(N4CCNC4=O)c3)C2)cc1 (stereo not given),35,-0.7,i
COc1ccc(C)cc1NC(=O)NNC(=O)C1CCC(C(C)(C)C)CC1 (stereo not given),12,1.6,i
NC(=O)COC(=O)CCCSc1nc2ccccc2s1,22,-0.6,i
CN(Cc1ccco1)C(=O)c1c[nH]c2ccc(S(=O)(=O)Nc3ccc4c(c3)OCCO4)cc2c1=O,14,-1.6,i
Cc1cc(NC(=O)c2cccc(S(=O)(=O)N3CCC(C)CC3)c2)no1,9,-0.8,i
Oc1ccc(NCc2cccs2)cc1,27,-0.7,i
CCCCNC(=O)CSc1nc(O)c(Cc2ccc(OC)cc2)c(=O)[nH]1,10,-2.0,i
Cc1ccc(-c2nnn(CC(=O)N(Cc3ccccc3)C(C(=O)NC3CCCC3)c3ccncc3)n2)o1 (stereo not given),10,nt,i
O=C(c1ccc(Cl)c(S(=O)(=O)N2CCCCC2)c1)N1CCCC(C(F)(F)F)C1 (stereo not given),4,0.7,nt

# Two compounds drawn at random from those above:
SMILES,OX1R FRET antag,STK33 inh,KCNQ2 inh
C=CCN1c2ccccc2[C@]23C[C@@H](C(=O)OC)N(C(=O)OCC)C2=NC(C(=O)OC)=C(C(=O)OC)[C@H]13,3,1.1,i
CN(Cc1ccco1)C(=O)c1c[nH]c2ccc(S(=O)(=O)Nc3ccc4c(c3)OCCO4)cc2c1=O,14,-1.6,i

# Quoted from the listing:
# OX1R FRET antag result of O=C(NCCCc1nc2ccccc2[nH]1)c1cccs1 stands at 19
# STK33 inh result of O=c1cc(C(F)(F)F)[nH]c2ccccc12 stands at -1.0
# OX1R FRET antag result of COc1ccc(N(C(=O)CNC(=O)c2cccs2)C(C(=O)NCC2CCCO2)c2ccccc2)c(OC)c1 (stereo not given) stands at 16
# STK33 inh result of O=C(c1ccccc1)c1nn(-c2cccc(Cl)c2)c2nc(-c3ccccc3)cc(=O)n12 stands at 1.0
# OX1R FRET antag result of CCOC(=O)c1c(-c2ccc(-c3ccccc3)cc2)csc1NC(=O)CCC(=O)O stands at 28

# Continuation:
SMILES,OX1R FRET antag,STK33 inh,KCNQ2 inh
CCOC(=O)Cc1csc(NC(=O)Cn2c(=O)oc3ccccc32)n1,3,-1.7,i
C=CCc1cccc(Cl)c1OCCCNC1CCCC1,3,0.7,i
O=c1[nH]c(N2CCN(Cc3ccc4c(c3)OCO4)CC2)nc2c1CCCC2,4,-1.5,i
O=C(CN1CCN(c2ccccc2)CC1)Nc1ccc(Oc2ccccc2)cc1,5,0.6,i
Cc1ccc(Cn2ccc(NC(=O)c3cc(-c4ccc(F)cc4)on3)n2)cc1,10,-0.3,i
CN1CCc2nc(SCC(=O)Nc3ccc(Cl)cc3)c(C#N)cc2C1,38,0.7,i
CCNc1nc(Oc2ccc(=O)n(-c3ccccc3)n2)nc(N2CCOCC2)n1,10,-1.1,i
O=C(NC(Cc1c[nH]c2ccccc12)C(=O)Nc1ccc(OC(F)(F)F)cc1)c1cccs1 (stereo not given),7,0.7,i
Oc1ccc(C(=S)N2CCN(Cc3ccccc3)CC2)cc1,11,2.9,i
Nc1cccc(N2C(=O)c3cccc4c(N)ccc(c34)C2=O)c1,10,0.0,i
COc1ccc(CCNC(=O)c2ccc(Cl)nc2)cc1,18,-0.4,i
COc1ccc(OC)c(C2=C[N+](=O)C(C)(C)C(C)(C)N2[O-])c1,17,0.6,i
COc1ccc(-c2cc3ccc(O)cc3oc2=O)cc1,26,1.2,i
O=c1[nH]c2ccc(N/C(=N/S(=O)(=O)c3ccccc3)c3ccccc3)cc2[nH]1,-6,-0.1,i
CCOc1nc(Nc2ccc(F)cc2)nc(N2CCN(c3ccc(OC)cc3)CC2)n1,5,-0.7,i
O=C(N/N=C1/CCS(=O)(=O)c2ccc(F)cc21)c1ccccn1,21,0.9,i
CCNC(=O)COC(=O)c1ccc(NS(=O)(=O)c2ccc3c(c2)OCCO3)cc1,10,0.1,i
CN1C(C(=O)NCc2ccco2)=CC(c2ccc(F)cc2)=NS1(=O)=O,4,0.5,i
COc1ccc(Cl)cc1NC(=O)NC(C)C,5,-1.3,i
COc1ccc(-c2noc(-c3ccc(Br)o3)n2)cc1OC,10,-1.0,i
CN1C(=O)c2ccc(NC(=O)C3CC3)cc2C1=O,38,-0.8,i
CC(c1ccccc1)N1CNc2c(c(=O)n(C)c(=O)n2C)C1 (stereo not given),16,0.8,i
C=CCn1c(=O)c2ccccc2n2c(SCc3cc(=O)n4ccsc4n3)nnc12,24,0.6,i
COc1ccc(C(=O)N(CN2CCCC2=O)c2nccs2)cc1OC,-1,0.3,i
OC(COc1cccc2ccccc12)CN1CCN(c2ccccn2)CC1 (stereo not given),11,-0.7,i
Cc1ccc(NC(=O)COC(=O)c2ccc3c(c2)OCO3)cc1S(=O)(=O)N1CCCCC1,7,0.0,i
CC(C)C(OC(=O)c1oc2ccccc2c1CSC1CCCCC1)C(=O)NC(N)=O (stereo not given),5,0.6,i
O=C(O)Cc1ccc(NC(=O)C(c2ccccc2)c2ccccc2)cc1,12,-0.9,i
O=C1c2ccccc2C(=O)N1CCc1nn[nH]n1,2,7.9,i
COc1ccc(-c2n[nH]c(C)c2-c2cc(OC)ccc2O)cc1,5,1.8,i
O=C(NC1(C(F)(F)F)NC(=O)N(c2ccccc2F)C1=O)c1ccncc1 (stereo not given),-1,-0.7,i
Cc1c(CN(C)Cc2cn(C)nc2-c2ccccc2F)[nH]c2ccccc12,6,-1.5,i
CCN(CC)C(=S)SC1CCCCN(C(=O)c2ccccc2)C1=O (stereo not given),28,-0.4,i
CCCn1c(N)c(N2CCCCC2)c(=O)n(CC(=O)Nc2ccccc2C(F)(F)F)c1=O,4,-0.8,nt
COc1cc(/C=C(/C#N)C(=O)NC(C)c2ccccc2)cc(OC)c1O (stereo not given),18,-0.1,i
CCC(C)NC(=O)COC(=O)c1ccccc1OCC(=O)Nc1ccc(Br)cc1 (stereo not given),13,-0.8,i
Cc1c(CCC(=O)N2CCC[C@H]2C(=O)O)c(=O)oc2c(C)c3oc4c(c3cc12)CCCC4,14,-0.4,i
Cc1ccc(C(CC(=O)O)Nc2nc(N3CCCCC3)nc(N3CCCCC3)n2)cc1 (stereo not given),24,-2.5,i
O=[N+]([O-])c1ccccc1CN1CCN(S(=O)(=O)c2ccccc2)CC1,3,-2.6,i
CCOc1ccc(C(=O)CSc2nnc3ccccn23)cc1,16,-1.6,i
Cc1ccc(-n2cnc(N)c2C(=O)c2cccc([N+](=O)[O-])c2)cc1,6,0.5,i
O=C(c1cc(-c2cccc(O)c2)on1)N1CCOCC1,1,1.1,i
O=C(COc1ccccc1-c1ccccc1)NN=C1CCCC1,14,1.4,i
Cc1cc(-c2nn3c(C)nnc3s2)ccc1NC(=O)C(C)(C)C,5,0.0,i
COc1ccc(C(=O)OCC(=O)NCC2CCCO2)c(F)c1 (stereo not given),4,-1.1,nt
CC1Oc2ccccc2C=C1/C=N/Nc1ccc(C(=O)O)cc1 (stereo not given),3,-2.1,i
O=C(CCc1ccccc1)NC(=S)Nc1cccc(C(=O)O)c1,8,-2.1,i
Cc1c(S(=O)(=O)N2CCCCC2)c(=O)n(C)c(=O)n1C,3,-1.8,i
CN(C)c1ccnc2sc3c(NCC(O)CO)ncnc3c12 (stereo not given),6,3.3,i
NS(=O)(=O)c1ccc(Sc2ccc3c(c2)CCC3)nc1,10,-1.1,i
O=C(O)c1cccnc1SC1CC(=O)N(c2cccc(C(F)(F)F)c2)C1=O (stereo not given),5,-0.2,i
Cc1cc(O)ccc1NC(=O)CCN1C(=O)c2ccc([N+](=O)[O-])cc2C1=O,151*,-0.8,i
COc1ccc(-c2csc(NC(=O)c3ccc(OCC(=O)N4CCOCC4)c(OC)c3)n2)cc1OC,25,-0.7,i
CC(C)C[C@H](NC(=O)NC1CCCc2ccccc21)C(=O)O (stereo not given in full),6,-0.7,i
Cc1ccc(CN2CCSCC2)c(C)c1,9,-0.8,i
O=C(NN1C(=O)/C(=C/c2cccs2)SC1=S)c1ccncc1,11,-2.9,i
COc1ccc([N+](=O)[O-])cc1NC(=O)C(C)N1CCN(C(=O)c2ccco2)CC1 (stereo not given),24,-0.9,i
CCOc1ccc(-n2c(SCC(=O)Nc3cc(C)on3)nc3c([nH]c4ccccc43)c2=O)cc1,27,1.7,i
CCC(=O)Nc1cccc(Oc2nc(C)cc(C)c2C#N)c1,8,-0.4,i
O=C1/C(=C\c2ccncc2)SC(=S)N1C1CCCCC1,13,-1.7,i

# Compound profiles, as listed above.
# Shown for Cc1cc(O)ccc1NC(=O)CCN1C(=O)c2ccc([N+](=O)[O-])cc2C1=O = OX1R FRET antag: 151*; STK33 inh: -0.8; KCNQ2 inh: i
# Shown for COc1ccc(C(=O)OCC(=O)NCC2CCCO2)c(F)c1 (stereo not given) = OX1R FRET antag: 4; STK33 inh: -1.1; KCNQ2 inh: nt
# Shown for Cc1c(S(=O)(=O)N2CCCCC2)c(=O)n(C)c(=O)n1C = OX1R FRET antag: 3; STK33 inh: -1.8; KCNQ2 inh: i

# Additional results
SMILES,OX1R FRET antag,STK33 inh,KCNQ2 inh
CC(C)c1ccc(CNc2cc(N3CCCC3)ccc2[N+](=O)[O-])cc1,8,0.5,i
O=C(NC1CCc2ccccc21)c1cc(COc2ccc(F)cc2F)on1 (stereo not given),12,-0.5,i
C=COCCNC(=O)C(=O)NC(C)C,24,-0.8,i
O=C1C(c2ccccc2)=[N+]([O-])c2ccccc21,19,0.1,i
Cn1c(Cn2c(=O)sc3ccccc32)nnc1SCC(=O)Nc1ccccc1,3,-0.4,i
CC(C)C1Cc2c(sc3c2c(=O)n(Cc2ccccc2)c2nncn32)CO1 (stereo not given),6,-0.3,i
O=C(COc1ccc(C(=S)N2CCOCC2)cc1)N1CCCC1,29,-1.4,i
COc1ccc(N2CC(C)Cn3c2nc2c3c(=O)[nH]c(=O)n2C)cc1 (stereo not given),8,0.0,i
COc1ccc(NC(C)=O)cc1NC(=O)c1cccc(S(=O)(=O)N2CCN(Cc3ccccc3)CC2)c1,17,-0.9,i
CC(=O)N1c2c(cc(Br)cc2S(=O)(=O)NCc2cccnc2)CC1C (stereo not given),7,9.5,i
